# TNAP act DEA – human TNAP activation, intermediate phosphate acceptor | P05186 | purified TNAP, CDP-star luminescence, 100 mM DEA, 30 min; active compounds read high; scale: 0 levamisole-inhibited, 1 vehicle-only enzyme | activation factor at 20 µM | 64,000 tested, under 10 active | AID 813;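 active = activation factor of at least 2 at 20 µM, relative to controls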
# Target sequence (P05186 whole entry, looked up): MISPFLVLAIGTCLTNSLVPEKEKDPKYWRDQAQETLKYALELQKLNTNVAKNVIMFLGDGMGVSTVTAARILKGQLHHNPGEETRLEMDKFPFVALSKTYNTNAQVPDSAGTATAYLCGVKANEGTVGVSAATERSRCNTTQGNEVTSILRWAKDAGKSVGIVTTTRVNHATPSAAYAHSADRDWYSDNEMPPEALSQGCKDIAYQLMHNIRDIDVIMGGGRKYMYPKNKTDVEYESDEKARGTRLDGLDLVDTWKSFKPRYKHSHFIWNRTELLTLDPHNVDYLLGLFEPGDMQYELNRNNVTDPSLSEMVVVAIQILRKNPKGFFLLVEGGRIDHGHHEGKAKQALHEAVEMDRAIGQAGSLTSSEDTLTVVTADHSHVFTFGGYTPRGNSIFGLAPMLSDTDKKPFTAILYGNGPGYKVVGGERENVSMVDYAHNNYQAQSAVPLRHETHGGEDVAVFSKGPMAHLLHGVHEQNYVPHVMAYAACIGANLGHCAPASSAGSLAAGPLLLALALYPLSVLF
# M1 antagonist – M1 muscarinic receptor (rat) antagonism; CHO-M1 cells, Fluo-4 calcium, ACh EC80 antagonist mode; active compounds read low; 64,000 tested, 3.4% active; P08482; B-score at 10 µM;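 active = calcium fluorescence response, raw or row-and-column corrected B-score, differing from the plate sample mean either way at a set confidence level, mostly lower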
# RORa activator – activates the human nuclear receptor RORA; P35398; activation, % at 10 µM; 65,000 tested, 1.5% active; CHO-K1 Gal4-RORA LBD luciferase reporter, luminescence; percent increase over mock-subtracted basal signal;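 active = activation above the mean of all tested compounds plus 3 SD, cut at about 49% in these data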;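 also: 0% = DMSO-treated RORA cells and 100% = added signal equal to DMSO minus mock-transfected cells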
# Ec RNAP inh – Escherichia coli RNA polymerase inhibition; P0A8V2; E. coli RNA polymerase, fluorescence transcription assay; inhibition, %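 (tested at 10 µM)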; 62,000 tested, 0.2% active; in the data active = inhibition above about 20%;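 also: 0% = enzyme without compound and 100% = no enzyme blank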
# Autofluor 339 – intrinsic fluorescence of library compounds, ex339/em460 – biochemical, MLSMR library, data from DPM-DC assay, artefact control, profiling panel. 65,000 tested, 5.5% active. compound autofluorescence, ex339/em460 nm, NADH buffer; active compounds read high; 1 = no-compound wells, NADH background. fluorescence fold increase at 10 µM;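 active = at 10 µM, mean starting fluorescence two-fold or more over control wells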;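 also: signal is the first read of a kinetic run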
# NADH coupling – inhibitors of enzymes used to reach an NAD/NADH endpoint; 65,000 tested, 0.02% active; AID 774; coupled PK/LDH NADH assays, four targets; IC50, µM (doses to about 10 µM), inactives show top-dose inhibition;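 active = single-dose screening hits from any of four coupled enzyme assays that gave an IC50 when retested across doses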;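 also: the DPM-DC format reads NADH fluorescence rather than 340 nm absorbance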
# Ecoli tolC – blocks growth of E. coli BW25113 tolC mutant; OD615; growth inhibition, % at 10 µM (by protocol); 65,000 tested, 2.2% active; AID 573;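 active = growth inhibition at or above a cutoff equal to the mean over every tested compound plus 3 SD, cut at about 60% in these data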;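 also: growth measured after 20 h incubation at 37 °C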
#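 Test system: E. coli BW25113 ΔtolC::kan bacteria | Medium: Kanamycin-containing LB broth (50 µg/mL) | Dosing: One dose of 10 µM final | Times: 20 h incubation with compound, 37 °C | Detection: Optical density read at 615 nm | Read-out basis: Percent growth inhibition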
# M1 agonist – activates the M1 muscarinic receptor; B-score at 10 µM; CHO-M1 cells, Fluo-4 calcium fluorescence, agonist mode; active compounds read high; 64,000 tested, 3% active;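 active = fluorescence rise, raw or as B-score row- and column-corrected plate score, outside the 99.7% band of its plate's samples, either direction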
# SF-1 act – activators of human nuclear receptor SF-1; CHO-K1 Gal4-SF-1 LBD luciferase reporter; % increase over DMSO SF-1-specific signal; 65,000 tested, 1.9% active; activation, % at 10 µM; AID 522;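 active = activation above the mean activation of all tested compounds plus 3 SD, cut at about 50% in these data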
# Target sequence (Q13285 whole entry, looked up, the tested form may be a part): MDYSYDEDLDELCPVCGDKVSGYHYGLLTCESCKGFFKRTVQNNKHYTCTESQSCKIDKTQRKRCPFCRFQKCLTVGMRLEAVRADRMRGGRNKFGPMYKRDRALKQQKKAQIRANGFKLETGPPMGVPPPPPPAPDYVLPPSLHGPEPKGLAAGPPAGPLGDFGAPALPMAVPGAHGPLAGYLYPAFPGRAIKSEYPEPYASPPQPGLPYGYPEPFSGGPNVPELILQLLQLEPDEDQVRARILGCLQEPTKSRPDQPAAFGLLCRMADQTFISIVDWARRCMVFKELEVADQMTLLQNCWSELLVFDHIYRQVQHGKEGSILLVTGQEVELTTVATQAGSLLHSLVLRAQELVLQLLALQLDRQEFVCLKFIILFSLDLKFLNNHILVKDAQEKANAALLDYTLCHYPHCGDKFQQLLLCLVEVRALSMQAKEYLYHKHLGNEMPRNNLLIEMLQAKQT
#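 Material: CHO-K1 cells with Gal4–hSF-1 LBD chimera plus Gal4-driven luciferase / Input: 4,000 CHO-K1 cells per well / Incubation: compound exposure 20 h at 37 °C / Signal: luminescence read 15 min after SteadyLite luciferase reagent, after room-temperature equilibration / Read-out: percent activation versus DMSO / Benchmarks: DMSO negative control and −SF1 background wells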
# Numbers without * were called inactive; / = not tested or not shown; [ ] = dose if it differs, or a comment.
SMILES	RORa activator	M1 antagonist	Ecoli tolC	SF-1 act	Autofluor 339	TNAP act DEA	NADH coupling	M1 agonist	Ec RNAP inh
NC(=O)C1(N2CCCCC2)CCN(Cc2ccccc2)CC1	-17	0.68	-14	0	1.1	1	1%	-0.22	7
N=C1C(c2ccccc2)=C(O)CN1Cc1ccco1	-15	-0.82	5	7	1	0.9	3%	0.84	-1
CCCOc1ccccc1C1SCC(=O)Nc2c1c(=O)[nH]n2C(C)CCC (configuration not stated)	-10	0.12	59	-11	1.1	1	2%	1.1	-4
C=C(C)CSc1nnc([C@@H](N)Cc2c[nH]c3ccccc23)o1	-3	0.1	-1	-4	1.2	1	4%	-0.47	5
CN(C)P(=O)(C(Cl)=C(N1CCCCC1)N1CCCCC1)N(C)C	-19	-0.83	5	-20	1.1	0.9	5%	0.087	4
O=C(COc1ccccc1)N1CCN(C2CCCC2)CC1	10	-0.88	-10	16	1.1	1	9%	-0.25	-5
CCC(=NCc1ccco1)c1c(O)[nH]c(=O)[nH]c1=O	1	0.027	-21	5	1.1	0.9	8%	-1.1	-5
CN1C(=O)CN=C(c2ccc(Cl)cc2)c2cc(Cl)ccc21	-24	-0.065	4	-16	1	0.8	2%	0.00081	8
CCN(CC)CCCN=Cc1c(O)n(CCc2ccc(OC)c(OC)c2)c(=O)[nH]c1=O	2	-0.42	-7	-7	1.1	1	7%	0.27	2
COc1ccc(NC(=O)CN2C3CCC2CC(O)(c2cccnc2)C3)cc1OC (configuration not stated)	-1	0.31	-17	7	1	1	5%	0.62	3
O=S1(=O)CC2(N3CCOCC3)CCCCCCC21 (configuration not stated)	7	0.45	-9	26	1.1	1	6%	2.9*	3
CCCCCCC(N)CC(=O)O (configuration not stated)	13	-0.75	-19	2	1	0.9	1%	0.026	6
CC1(C)CN=C(Nc2ccccc2C(F)(F)F)S1	-2	-0.46	-14	5	1.1	0.9	8%	-0.52	2
O=C1CN=C(c2ccccc2)c2oc3ccc(Br)cc3c2N1	-10	0.17	15	7	1.1	0.9	7%	0.018	/
CC12CN3CC(C)(CN(C1)C3c1cccs1)C2 (configuration not stated)	4	-0.26	-17	1	1.1	1	5%	0.37	0
Fc1ccc2c(c1)nnn2C1CCN(Cc2ccccc2)CC1	-17	-1	-8	-11	1.1	0.9	3%	-0.68	0
Cc1ccc(S(=O)(=O)N2CCC(C(=O)N3CCC4(CC3)OCCO4)CC2)cc1	15	0.41	-7	-5	0.92	0.9	9%	-1.1	4
O=C(c1ccc2nc3ccc(Cl)cc3c(=O)n2c1)N1CCC2(CC1)OCCO2	-7	0.055	8	11	3.3*	0.9	3%[fluoresces]	-0.042	-8
CCN1c2nc3ccccn3c(=O)c2CC2(C(=O)N(C)C(=O)N(C)C2=O)C1C (configuration not stated)	10	0.12	-21	-5	1.2	1	3%	-0.048	-3
COc1ccc(N=C(C)c2c(O)n(C3CCCCC3)c(=O)[nH]c2=O)c(OC)c1	-8	1.7	-20	12	1.2	0.9	6%	0.57	4
CCc1nc(N2CCNCC2)c(C#N)c2c1CSC(C)(C)C2	-14	-5.2*	8	4	1.1	1	3%	-0.98	4
COc1ccc(S(=O)(=O)NC(CC(=O)N2CCC3(CC2)OCCO3)c2ccco2)cc1 (configuration not stated)	-14	0.46	-4	15	1	0.9	1%	-1	7
CN1CSC(=S)N(C)C1	/	-0.0099	-7	/	1.1	0.9	4%	0.18	/
CCN1CCN(Cc2ccc(C)cc2C)CC1	-18	-1.4	-4	-19	1.1	0.9	2%	-0.57	/
CCOC(=O)C1=C(N)OC2=C(C(=O)CCC2)C12C(=O)Nc1ccccc12 (configuration not stated)	-4	0.18	-2	-1	1.1	0.9	6%	0.53	-5
O=C(O)Cn1cc(C(=O)c2ccccc2)c2ccccc21	2	-0.43	0	1	1	0.9	2%	-0.032	5
CC12CN3C(O)C(C)(C1)CC(C)(C2)C3O (configuration not stated)	24	-0.01	-9	7	1.1	0.9	5%	-0.35	5
COc1ccc(N=C(C)c2c(O)n(C)c(=O)n(C)c2=O)c(OC)c1	-5	-0.049	11	-2	1.2	0.9	6%	-0.13	-1
CCOP(=O)(C#CC(C)(C)C)C1(O)CCCCC1 (configuration not stated)	5	-0.054	4	2	1.1	0.8	1%	-0.037	1
CC(=NCCC1=CCCCC1)c1c(O)n(C)c(=O)n(C)c1=O	0	-0.4	3	-9	1.1	0.9	5%	-0.84	4
CC(=O)Nc1ccc(OC(=O)c2ccccc2N)cc1	-10	1	0	-18	1.8	0.8	2%[fluoresces]	0.61	7
CCCCn1c(O)c(C=Nc2c(C)n(C)n(-c3ccccc3)c2=O)c(=O)[nH]c1=O	-2	-2.5*	-6	-8	1.2	0.9	10%	-0.34	9
CCOC(=O)C1=C(C)OC(N)=C(C(=O)OC)C12C(=O)Nc1ccc(Br)cc12 (configuration not stated)	-18	0.24	-1	23	1.1	0.9	9%	0.0043	0
O=C1c2ccccc2C(=O)N1Cc1nc2ccccc2c(=O)n1-c1ccccn1	0	-0.18	10	-9	1.1	0.9	3%	0.088	8
CCOC(=O)CNC(=O)CSP(=S)(OCC)OCC	-6	0.82	-3	-10	1.1	1	6%	0.75	3
COc1cc(CN2C(=O)NC(=O)C3(Cc4cc(C)ccc4N(C)C3)C2=O)cc(OC)c1 (configuration not stated)	14	-0.16	7	3	1	0.9	9%	-0.05	9
COP(=S)(OC)SCN1C(=O)c2ccccc2C1=O	-6	-0.99	-7	-6	1	1	5%	0.61	4
COc1ccc(N2C(=O)CC(=O)NC2=O)cc1	-18	-0.38	-16	-9	1.1	0.9	2%	0.12	7
CCn1c(C(=O)N2CCC(C(=O)N3CCC4(CC3)OCCO4)CC2)cc2sccc21	7	0.091	3	7	1	1	6%	-0.17	3
CCCCn1c(C)c(C(=O)OCC)c2c(CN3CCOCC3)c(O)ccc21	/	-0.78	19	/	1	0.9	11%	0.7	12
CCCOC(=O)COc1cc(C)cc2oc(=O)c3c(c12)CCC3	-2	0.75	4	-6	2.2*	1	6%[fluoresces]	-0.58	4
S=C(c1ccc(Cl)cc1)N1CCOCC1	-14	-0.49	-8	5	1.1	0.9	2%	0.65	3
O=c1c2ccccc2nc(-c2ccco2)n1-c1ccc(Br)cn1	0	-0.19	12	-16	1.1	0.9	4%	0.61	7
CC(=NCCO)c1c(O)n(C2CCCCC2)c(=O)[nH]c1=O	7	0.56	-15	1	1.1	0.9	8%	-0.76	10
Cc1nc2cc(C(=O)N3CCC4(CC3)OCCO4)ccc2n1-c1ccc(Br)cc1	18	0.42	22	-8	1.1	/	5%	-0.38	/
Cc1cc(N)n(C2CCN(C)CC2)n1	6	0.37	-14	-12	1.1	0.9	4%	0.15	2
CCOc1ccc(-c2cc(C(=O)N3CCC4(CC3)OCCO4)c3ccccc3n2)cc1	45	-0.37	9	49	5.2*	0.8	5%[fluoresces]	1.1	2
CCCCN=Cc1c(O)n(-c2c(C)cc(C)cc2C)c(=O)[nH]c1=O	6	-0.63	-7	10	1.1	0.9	0%	-1	7
CCOC(=O)C1=C(N)OC(C)=C(C(=O)OCCOC)C12C(=O)Nc1ccccc12 (configuration not stated)	-3	0.49	-8	-3	1	0.9	5%	-0.81	4
O=C(NCC(c1cccnc1)N1CCOCC1)Oc1ccccc1 (configuration not stated)	-14	0.26	-35	-7	1.1	0.9	0%	0.18	0

# Remaining list, next part
SMILES	RORa activator	M1 antagonist	Ecoli tolC	SF-1 act	Autofluor 339	TNAP act DEA	NADH coupling	M1 agonist	Ec RNAP inh
CCCn1nc2ccccc2c1P(=O)(N1CCOCC1)N1CCOCC1	4	-0.7	-9	0	1.1	0.9	5%	0.0056	1
COc1ccc2nc(NC(=O)CCc3nc(C4=CCN(C)CC4)no3)sc2c1	-12	-0.23	1	1	1.1	0.9	4%	5.1*	1
O=c1[nH]c(=O)n(Cc2ccc(F)cc2)c(O)c1C=NCc1cccnc1	4	0.5	-6	-7	1.1	1	5%	-0.065	-3
Cc1ccc(CS(=O)(=O)CCC(=O)N2CCC3(CC2)OCCO3)cc1	-1	0.061	-15	-30	1	0.9	3%	0.054	-7
Cc1cc(C)n(CCOC(=O)C2C(C=C(Cl)Cl)C2(C)C)n1 (configuration not stated)	3	-0.91	48	0	1.1	1	3%	0.063	8
Cc1ccc(CC2C(=O)N(C)C(=O)N(C)C2=O)s1	-15	-0.9	-3	-3	1	0.8	5%	-0.027	5
Cc1cc(C(=O)N2CCC3(CC2)OCCO3)cs1	-24	1.3	-17	-6	1	0.9	3%	1	2
C[N+]12CCC(CC1)C(C#N)(N1CCOCC1)C2 (configuration not stated)	0	0.49	-24	-6	1.1	0.9	6%	-1	4
CC12CN3CC(C)(CN(C1)P3(=O)Oc1ccccc1)C2=O (configuration not stated)	-7	0.43	-12	-9	0.89	0.9	7%	0.6	11
CCOC(=O)c1ccc(N2C(=O)CC(N3CCC(C#N)(c4ccccc4)CC3)C2=O)cc1 (configuration not stated)	-8	0.13	22	-6	1.1	0.9	4%	-0.54	3

# The final 4 compounds of the part before come first, to join the parts:
SMILES	RORa activator	M1 antagonist	Ecoli tolC	SF-1 act	Autofluor 339	TNAP act DEA	NADH coupling	M1 agonist	Ec RNAP inh
Cc1cc(C(=O)N2CCC3(CC2)OCCO3)cs1	-24	1.3	-17	-6	1	0.9	3%	1	2
C[N+]12CCC(CC1)C(C#N)(N1CCOCC1)C2 (configuration not stated)	0	0.49	-24	-6	1.1	0.9	6%	-1	4
CC12CN3CC(C)(CN(C1)P3(=O)Oc1ccccc1)C2=O (configuration not stated)	-7	0.43	-12	-9	0.89	0.9	7%	0.6	11
CCOC(=O)c1ccc(N2C(=O)CC(N3CCC(C#N)(c4ccccc4)CC3)C2=O)cc1 (configuration not stated)	-8	0.13	22	-6	1.1	0.9	4%	-0.54	3
CN(C)C(=O)Oc1ccc(Cl)c2ccccc12	0	-1	12	-20	1.1	0.9	2%	0.39	9
CCNc1ccc(P(=S)(N(C)C)N(C)C)cc1	7	-0.051	-4	-4	1.1	0.9	2%	-0.014	1
C=CCn1c(O)c(C(C)=Nc2ccc(C(=O)OCC)cc2)c(=O)[nH]c1=O	-5	-0.22	-10	-4	1	0.9	2%	0.54	4
CC(CCc1ccccc1)NC(C)C(O)c1ccc(O)cc1 (configuration not stated)	-16	-1.6	7	2	1	0.9	3%	-0.045	-7
COc1ccccc1N1CCN(Cc2c(F)cccc2Cl)CC1	/	/	2	/	1.1	0.9	5%	/	3
CCOc1ccccc1C1SCC(=O)Nc2c1c(=O)[nH]n2C(CC)CC (configuration not stated)	-6	-0.16	-10	-8	1	0.9	3%	-0.4	9
CC(C)OCCCNC(=O)c1c(N)n(CC2CCCO2)c2nc3ccccc3nc12 (configuration not stated)	11	-0.072	23	-8	3*	1	1%[fluoresces]	0.022	-8
CC(C)NS(=O)(=O)c1ccc(OCC(=O)N2CCN(Cc3ccccc3)CC2)c(Cl)c1	-17	0.0075	21	-17	1.1	0.9	2%	-1.3	0
COc1ccc(N2CCN(CCCN)CC2)cc1	32	-0.11	-10	0	1	0.9	1%	0.059	4
NCCc1c[nH]c2ccc(F)cc12	-3	0.26	-8	6	1.1	0.9	7%	-0.37	-1

# Some of the compounds tested; rates above refer to the full screens.
